Compound activity deposited in PubChem by Broad Institute.
IDH1 mut inh = inhibitors of IDH1 R132H reductase, primary screen, biochemical, plate reader, single point. AID 624101, 2012. inhibition, % at 10 µM. 70,000 compounds, 0.18% hits. diaphorase/resazurin fluorescence, 60 min; in the data active = inhibition above about 34%;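 note: 0% = DMSO and 100% = no enzyme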
EZH2 inh = EZH2/PRC2 methyltransferase inhibitors, primary screen, biochemical, DELFIA time-resolved fluorescence, single point. PRC2 H3K27 methylation, DELFIA TRF, 1 h. 57,000 compounds, 0.35% hits. Histone-lysine N-methyltransferase EZH2 (Homo sapiens), Q15910. AID 651548, 2012. inhibition, % at 12.5 µM;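 active = mean inhibition of replicates at least 50% and every single replicate also reaching 50%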;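 note: dimethyl H3K27 on biotinylated H3 21-44 peptide detected by antibody; plate controls were median neutral control wells for no effect and median positive control wells for full effect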
Target sequence (Q15910 whole entry, looked up): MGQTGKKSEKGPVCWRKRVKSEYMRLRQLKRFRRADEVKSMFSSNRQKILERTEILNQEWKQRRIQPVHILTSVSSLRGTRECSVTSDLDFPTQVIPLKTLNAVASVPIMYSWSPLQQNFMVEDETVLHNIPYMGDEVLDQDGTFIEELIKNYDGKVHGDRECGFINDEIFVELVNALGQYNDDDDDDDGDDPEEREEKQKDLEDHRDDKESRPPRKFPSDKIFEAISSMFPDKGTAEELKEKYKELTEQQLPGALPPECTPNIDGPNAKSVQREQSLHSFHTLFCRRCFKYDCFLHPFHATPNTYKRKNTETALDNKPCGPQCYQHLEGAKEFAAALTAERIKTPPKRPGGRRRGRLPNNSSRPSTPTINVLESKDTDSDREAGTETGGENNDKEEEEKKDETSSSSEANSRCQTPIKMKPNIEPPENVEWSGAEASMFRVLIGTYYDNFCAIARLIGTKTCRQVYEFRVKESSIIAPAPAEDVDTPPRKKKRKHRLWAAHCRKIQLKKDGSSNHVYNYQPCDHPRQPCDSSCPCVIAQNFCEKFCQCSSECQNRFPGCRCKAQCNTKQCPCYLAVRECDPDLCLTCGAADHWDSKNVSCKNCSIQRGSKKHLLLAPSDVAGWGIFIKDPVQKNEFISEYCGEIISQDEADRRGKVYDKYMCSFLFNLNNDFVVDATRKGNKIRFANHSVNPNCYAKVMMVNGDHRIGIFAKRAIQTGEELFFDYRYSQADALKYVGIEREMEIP
An asterisk follows results filed as active; . = no result given. This is a subset; rates above refer to the full screens.

SMILES | IDH1 mut inh | EZH2 inh
C[C@H]1CN([C@@H](C)CO)C(=O)c2cccc(NS(C)(=O)=O)c2O[C@@H]1CN(C)Cc1ccccc1 | 0.6 | 2.4
CC(=O)OC1=C(C(=O)c2ccccc2)N(C)S(=O)(=O)c2ccccc21 | -0.5 | -10.9
C[C@H](CO)N1C[C@H](C)[C@H](CN(C)C(=O)C2CC2)Oc2ncc(C#CC3CCCC3)cc2C1=O | -1.1 | 3.4
COc1cccc(-c2cn(CC[C@H]3CC[C@@H](NS(=O)(=O)c4ccccc4Cl)[C@@H](CO)O3)nn2)c1 | -0.4 | -13.8
C[C@@H]1CN([C@H](C)CO)S(=O)(=O)c2ccc(C#CCC3CCCC3)cc2O[C@H]1CN(C)C(=O)CC1CC1 | 0.1 | .
CO[C@@H](CN(C)Cc1ccc2c(c1)OCO2)[C@@H](C)CN(C(=O)Nc1ccc(F)cc1)[C@@H](C)CO | 0.1 | -11.6
CCCNC(=O)Nc1ccc2c(c1)C(=O)N(C)C[C@H](OC)[C@H](C)CN(CCC(F)(F)F)[C@H](C)CO2 | -0.1 | -0.6
C[C@H](CO)N1C[C@H](C)[C@@H](CN(C)C(=O)C2CC2)Oc2cc(C#C[C@@H](C)O)ccc2S1(=O)=O | 0.0 | -0.3
CC(C)CC#Cc1ccc2c(c1)O[C@H](CN(C)Cc1ccncc1)[C@@H](C)CN([C@H](C)CO)S2(=O)=O | 0.4 | .
C/C=C/c1cnc2c(c1)C(=O)N([C@@H](C)CO)C[C@@H](C)[C@H](CN(C)C(=O)c1cccnc1)O2 | -4.3 | -12.0
C[C@@H]1CN([C@H](C)CO)C(=O)c2cc(NS(=O)(=O)c3ccc(Cl)cc3)ccc2O[C@@H]1CN(C)Cc1ccccc1 | 0.1 | 5.6
C[C@@H]1CN([C@@H](C)CO)C(=O)c2cc(C#Cc3ccccc3F)cnc2O[C@@H]1CN(C)C(=O)Cc1ccccc1 | 0.0 | -17.7
C[C@H](CO)N1C[C@H](C)[C@H](CN(C)Cc2ccccc2)Oc2cc(C3=CCCC3)ccc2S1(=O)=O | 1.2 | 45.9
COCC(=O)N(C)C[C@@H]1Oc2ncc(-c3ccc(C)cc3)cc2C(=O)N([C@H](C)CO)C[C@H]1C | -5.6 | 9.3
COc1ccc(S(=O)(=O)Nc2cccc3c2O[C@H](CN(C)C(=O)NC2CCCCC2)[C@H](C)CN([C@H](C)CO)C3=O)cc1 | -1.4 | .
CO[C@@H]1CN(C)C(=O)c2cc(NC(=O)C3CCOCC3)ccc2OC[C@@H](C)N(C(=O)C2CCOCC2)C[C@H]1C | 0.3 | 8.5
C[C@@H]1CCCCO[C@H](CN(C)C(=O)Nc2cccc3ccccc23)[C@@H](C)CN([C@H](C)CO)C(=O)c2cc(NC(=O)c3ccncc3)ccc2O1 | -1.5 | .
C[C@@H]1CN([C@@H](C)CO)C(=O)Cc2cc(NC(=O)C3CC3)ccc2O[C@H]1CN(C)S(=O)(=O)c1cccs1 | -7.2 | .
CN1[C@@H]2CC(OC(=O)[C@H](CO)c3ccccc3)C[C@H]1[C@@H]1O[C@@H]12 (some centres undefined) | -2.4 | -6.5
CC(C)NC(=O)N(C)C[C@H]1OCCCC[C@@H](C)Oc2ccc(NC(=O)c3ccccc3)cc2C(=O)N([C@H](C)CO)C[C@@H]1C | 19.2 | -12.7
CCCNC(=O)Nc1ccc2c(c1)OC[C@@H](C)N(Cc1ccncc1)C[C@@H](C)[C@@H](OC)CN(C)C2=O | 0.0 | 4.0
Cc1cc(=O)oc2n[nH]c(CSc3ccc(Cl)cc3)c12 | 0.1 | -79.0
CCc1cccc(C)c1NC(=O)CSc1nnc(-c2ccccc2)n1-c1ccccc1 | 0.4 | -6.7
CCn1c(SCC(=O)Nc2ccc(F)cc2F)nnc1-c1cccs1 | 2.2 | 16.7
O=C(C[C@H]1C=C[C@H](NC(=O)c2cnccn2)[C@@H](CO)O1)NCc1ccccc1F | -0.3 | 4.4

Laid out differently: results already given
C[C@H](CO)N1C[C@H](C)[C@H](CN(C)Cc2ccccc2)Oc2cc(C3=CCCC3)ccc2S1(=O)=O
  IDH1 mut inh: 1.2
  EZH2 inh: 45.9

CCc1cccc(C)c1NC(=O)CSc1nnc(-c2ccccc2)n1-c1ccccc1
  IDH1 mut inh: 0.4
  EZH2 inh: -6.7

C[C@H]1CN([C@@H](C)CO)C(=O)c2cccc(NS(C)(=O)=O)c2O[C@@H]1CN(C)Cc1ccccc1
  IDH1 mut inh: 0.6
  EZH2 inh: 2.4

C[C@@H]1CN([C@@H](C)CO)C(=O)Cc2cc(NC(=O)C3CC3)ccc2O[C@H]1CN(C)S(=O)(=O)c1cccs1
  IDH1 mut inh: -7.2
  EZH2 inh: .

Shown as tab-separated lines: entries from further up
Structure	IDH1 mut inh	EZH2 inh
CCn1c(SCC(=O)Nc2ccc(F)cc2F)nnc1-c1cccs1	2.2	16.7
O=C(C[C@H]1C=C[C@H](NC(=O)c2cnccn2)[C@@H](CO)O1)NCc1ccccc1F	-0.3	4.4

(continued)
SMILES | IDH1 mut inh | EZH2 inh
C[C@H](O)C#Cc1cnc2c(c1)C(=O)N([C@H](C)CO)C[C@@H](C)[C@@H](CN(C)Cc1cccc(F)c1)O2 | -0.1 | -4.1
O=C(CSc1nnc(-c2ccccc2O)n1-c1ccccc1)N1CCN(c2ccccc2)CC1 | 0.1 | -11.6
C[C@H]1CN([C@@H](C)CO)S(=O)(=O)c2ccc(C3=CCCC3)cc2O[C@@H]1CN(C)C(=O)c1cnccn1 | 3.4 | 1.7
CO[C@H]1CN(C)C(=O)c2ccc(NC(=O)C3CC3)cc2OC[C@@H](C)N(Cc2ccncc2)C[C@@H]1C | 0.3 | 16.9
CO[C@@H]1CN(C)C(=O)c2cc(NC(=O)Nc3ccccc3Cl)ccc2OC[C@@H](C)N(Cc2ccccc2C(=O)O)C[C@H]1C | 0.0 | 4.1
COc1ccccc1S(=O)(=O)N(C)C[C@H]1Oc2cc(C#CCC3CCCC3)ccc2S(=O)(=O)N([C@@H](C)CO)C[C@@H]1C | 0.1 | -10.2
COc1cccc(-c2cnc3c(c2)C(=O)N([C@@H](C)CO)C[C@H](C)[C@H](CN(C)Cc2cccnc2)O3)c1 | -4.2 | -3.8
Cc1cc(NC(=O)CSc2nc3ccccc3[nH]2)ccc1Cl | 0.0 | 14.6
C[C@H]1CN([C@@H](C)CO)C(=O)Cc2cc(NC(=O)Cc3cn(C)c4ccccc34)ccc2O[C@H]1CN(C)C(=O)Nc1ccc(F)cc1 | -0.1 | .
Cc1ccc(S(=O)(=O)Nc2ccc3c(c2)C(=O)N([C@H](C)CO)C[C@@H](C)[C@H](CN(C)C(=O)Nc2ccc(F)cc2)O3)cc1 | 0.0 | -3.6
Cc1ccc(S(=O)(=O)N(C)C[C@H]2Oc3ccc(NC(=O)Nc4ccc5c(c4)OCO5)cc3CC(=O)N([C@@H](C)CO)C[C@@H]2C)cc1 | 0.2 | .
COc1ccc(NC(=O)Nc2ccc3c(c2)[C@@H]2C[C@@H](CC(=O)N4CCN(C)CC4)O[C@H](CO)[C@@H]2O3)cc1 | 0.2 | 3.9
CSc1ccc(CN(CCO)CCO)cc1 | 0.0 | 2.6
O=C(NCC[C@@H]1CC[C@H](NS(=O)(=O)c2cccc(F)c2)[C@@H](CO)O1)Nc1cc(F)ccc1F | -0.1 | 37.0
C[C@H](CO)N1C[C@H](C)[C@H](CN(C)C(=O)C2CCCCC2)OCCCC[C@H](C)Oc2ccc(NS(=O)(=O)c3cn(C)cn3)cc2C1=O | 1.4 | .
COc1ccc(NC(=O)Cn2nnc(-c3ccccc3Cl)n2)cc1Cl | -0.1 | 12.9
CCCNC(=O)N(C)C[C@H]1Oc2cc(C#C[C@H](C)O)ccc2S(=O)(=O)N([C@H](C)CO)C[C@H]1C | . | -3.0
Cc1ccc(S(=O)(=O)N(C)C[C@@H]2Oc3c(NS(=O)(=O)c4ccc(F)cc4)cccc3C(=O)N([C@@H](C)CO)C[C@H]2C)cc1 | 1.6 | .
O=C(CSC1CC(=O)N(c2ccc(OC(F)(F)F)cc2)C1=O)Nc1ccc(Cl)cc1 (centres undefined) | 0.0 | -19.0
C[C@@H]1CN([C@@H](C)CO)C(=O)c2cc(NC(=O)CCC(F)(F)F)ccc2O[C@@H](C)CCCCO[C@H]1CN(C)C(=O)c1ccccc1 | -5.1 | .
O=C(N/N=C/c1cccc(Oc2ccccc2)c1)c1ccccc1O | . | 15.6
COC(=O)C[C@@H]1C[C@@H]2c3cc(NC(=O)Nc4ccc(OC)cc4)ccc3O[C@@H]2[C@H](CO)O1 | 0.3 | 13.6
CO[C@@H]1CN(C)C(=O)c2cc(NC(C)=O)ccc2OC[C@H](C)N(C(=O)CC2CC2)C[C@H]1C | 0.3 | -5.1
C[C@H](CO)N1C[C@H](C)[C@H](CN(C)S(=O)(=O)c2cn(C)cn2)Oc2ccc(NC(=O)c3ccncc3)cc2CC1=O | 1.4 | .
Cc1cccc(C)c1OCC(=O)Nc1ccccc1C(=O)NC1CCCCC1 | 0.2 | -15.0
SMILES | IDH1 mut inh | EZH2 inh
C[C@@H]1CN([C@@H](C)CO)S(=O)(=O)c2ccc(C#Cc3ccncc3)cc2O[C@H]1CN(C)C(=O)c1ccncc1 | 0.1 | .
C[C@@H]1CCCCO[C@H](CN(C)S(C)(=O)=O)[C@@H](C)CN([C@@H](C)CO)C(=O)c2cc(NC(=O)C3CCCCC3)ccc2O1 | 1.3 | -5.7
C[C@H](CO)N1C[C@H](C)[C@@H](CN(C)S(C)(=O)=O)Oc2ncc(C#CC3(O)CCCC3)cc2C1=O | 2.0 | 1.0
COC(=O)C[C@H]1C[C@@H]2c3cc(NS(=O)(=O)c4ccccc4)ccc3O[C@@H]2[C@@H](CO)O1 | 1.2 | 4.8
CC(C)CC#Cc1ccc2c(c1)O[C@H](CN(C)C(=O)CN(C)C)[C@H](C)CN([C@@H](C)CO)S2(=O)=O | -0.7 | -18.5
C[C@H]1CN([C@@H](C)CO)C(=O)Cc2cc(NC(=O)Cc3ccccc3)ccc2O[C@@H]1CN(C)C(=O)Nc1ccccc1 | 0.4 | -7.6
C[C@@H]1CN([C@H](C)CO)S(=O)(=O)c2ccc(-c3ccncc3)cc2O[C@@H]1CN(C)C(=O)CN(C)C | 0.6 | 2.5
Cc1ccc(-c2ccc3c(c2)O[C@@H](CN(C)S(C)(=O)=O)[C@H](C)CN([C@H](C)CO)S3(=O)=O)cc1 | -0.1 | 6.2
COCCNC(=O)C1(C)CCCN(C(=O)c2cc(OC)c(OC)c(OC)c2)C1 (centres undefined) | . | -2.7
COCC(=O)Nc1ccc2c(c1)C(=O)N(C)C[C@@H](OC)[C@@H](C)CN(C(=O)c1ccccc1F)[C@H](C)CO2 | 0.0 | 5.5
COc1ccc(C#Cc2ccc3c(c2)[C@]2(C(=O)N3)[C@H](c3ccc(O)cc3)N3[C@H](c4ccccc4)[C@H](c4ccccc4)OC(=O)[C@H]3[C@@H]2C(=O)O)cc1 | -0.3 | 24.6
C[C@@H]1CCCCO[C@H](CN(C)C(=O)c2ccccc2)[C@H](C)CN([C@H](C)CO)C(=O)c2cc(NC(=O)c3ccncc3)ccc2O1 | 4.0 | -5.5
Cc1noc(C)c1NC(=O)NCC[C@@H]1CC[C@H](NC(=O)c2ccncc2)[C@@H](CO)O1 | 0.3 | 6.7
OCCCNc1ncnc2scc(-c3ccc(Br)cc3)c12 | 2.9 | -6.5
C[C@H](CO)N1C[C@H](C)[C@@H](CN(C)Cc2cccc3c2OCCCO3)OCc2ccccc2-c2ccccc2C1=O | -0.9 | -3.2
CO[C@H]1CN(C)C(=O)c2ccc(NC(=O)Nc3ccccc3)cc2OC[C@@H](C)N(C(=O)Nc2c(C)noc2C)C[C@@H]1C | -0.1 | -9.8
COc1cccc(-c2cnc3c(c2)C(=O)N([C@@H](C)CO)C[C@@H](C)[C@@H](CN(C)C(=O)CN(C)C)O3)c1 | 0.0 | -0.2
C[C@@H]1CN([C@@H](C)CO)C(=O)Cc2cc(NC(=O)Nc3ccc4c(c3)OCO4)ccc2O[C@@H]1CN(C)Cc1ccc(C(=O)Nc2ccccc2N)cc1 | . | -26.4
O=S(=O)(N[C@@H]1CC[C@H](CCn2cc(-c3ccccc3F)nn2)O[C@H]1CO)c1ccc(F)cc1 | 0.1 | 10.6
CCCC[C@H]1OB(O)C[C@H]2C1=C(COc1ccccc1)Cn1c(=O)n(-c3ccccc3)c(=O)n12 | . | 4.2
COC(=O)C[C@@H]1C[C@@H]2c3cc(N)ccc3O[C@@H]2[C@@H](CO)O1 | -3.6 | -6.1
COCC(=O)N(C)C[C@@H]1Oc2ncc(C#Cc3ccc(OC)cc3)cc2C(=O)N([C@H](C)CO)C[C@H]1C | 0.1 | .
COc1ccc(NC(=O)N(C)C[C@@H]2Oc3ccc(NC(=O)CCCN(C)C)cc3C(=O)N([C@@H](C)CO)C[C@H]2C)cc1 | . | -2.3
O=C(CN1C(=O)C2C3CCC(C3)C2C1=O)Nc1cccc(C(=O)O)c1 (centres undefined) | 0.9 | 6.3
COc1ccc(NC(=O)C(C)Sc2nnc3c4c(nc(-c5ccc(OC)cc5)n23)CC(C)(C)OC4)cc1 (centres undefined) | 0.1 | -1.1
COc1ccc(C)cc1N(CC(=O)Nc1c(C)cc(C)cc1C)S(C)(=O)=O | -0.3 | 6.2
Cc1ccc(S(=O)(=O)Nc2cccc3c2O[C@@H](CN(C)C(=O)NC(C)C)[C@H](C)CN([C@H](C)CO)C3=O)cc1 | . | -6.9
C[C@H](NC(=O)C[C@H]1CC[C@H](NS(=O)(=O)c2cccc(F)c2)[C@@H](CO)O1)c1ccccc1 | 0.3 | 17.9
